Screening data as filed in PubChem.
ABCG2 block – human ABCG2 inhibition, ABCB1 as counter-screen | Q9UNQ0 | 190,000 compounds, 0.1% hits | AID 1325 | IgMXP3 cells, JC-1 efflux, flow cytometry | inhibition, % at 6.6 µM;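 active means inhibition above 80%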;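 further: 0% = DMSO and 100% = nicardipine control wells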
Target sequence (Q9UNQ0 whole entry, looked up): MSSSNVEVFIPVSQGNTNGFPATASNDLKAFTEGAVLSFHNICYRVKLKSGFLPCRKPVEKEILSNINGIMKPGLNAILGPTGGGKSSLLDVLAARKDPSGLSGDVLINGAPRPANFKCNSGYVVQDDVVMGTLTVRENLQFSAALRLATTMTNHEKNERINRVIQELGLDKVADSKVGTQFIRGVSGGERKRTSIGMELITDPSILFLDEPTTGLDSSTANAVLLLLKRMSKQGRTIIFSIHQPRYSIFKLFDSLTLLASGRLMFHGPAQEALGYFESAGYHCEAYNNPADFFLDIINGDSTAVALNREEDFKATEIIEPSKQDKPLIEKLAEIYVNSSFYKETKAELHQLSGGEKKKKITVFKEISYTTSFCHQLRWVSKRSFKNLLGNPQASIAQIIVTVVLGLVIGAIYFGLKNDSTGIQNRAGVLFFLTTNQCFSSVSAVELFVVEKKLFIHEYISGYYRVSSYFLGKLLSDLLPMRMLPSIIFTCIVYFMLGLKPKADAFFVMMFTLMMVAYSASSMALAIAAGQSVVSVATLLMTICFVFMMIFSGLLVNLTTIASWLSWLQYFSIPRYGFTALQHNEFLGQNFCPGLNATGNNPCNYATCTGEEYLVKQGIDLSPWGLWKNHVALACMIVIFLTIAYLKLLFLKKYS
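Measure – % inhibition of efflux relative to nicardipine and DMSO · Test system – ABCG2 IgMXP3 and barcoded ABCB1 CCRF-Adr cell mix · Control set – nicardipine as high control, DMSO as low control · Compound – one concentration, 6.6 µM final · Signal – flow cytometry of retained JC-1 fluorescence · Timing – 10 min exposure at 25 °C with rotation, no wash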
Pf gametocyte – P. falciparum stage V gametocyte viability inhibition; P. falciparum stage V gametocytes, ATP luminescence, 24 h; inhibition, % at 10.9 µM; 150,000 compounds, 0.065% hits; AID 743093;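 active means inhibition above the mean plus 3 SD of compounds within the control limits, set per campaign, cut at about 38% in these data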;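 further: 0% = DMSO wells and 100% = medium only without gametocytes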
GSH fluor – compound fluoresces at 488/530 nm on GSH beads; fluorescence (KMESF) at 10 µM; GSH beads flow cytometry, compound fluorescence 488/530 nm; stronger effect = higher value; 190,000 compounds, 0.25% hits; in the data active means fluorescence above about 89;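 further: glutathione beads carrying GST-tagged Bcl family fusion proteins plus one bare bead set; values are compound well signal with DMSO vehicle wells as background; inactives centre near 16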
ABCB1 block – human ABCB1 inhibition, ABCG2 as counter-screen; P08183; CCRF-Adr cells, JC-1 efflux, flow cytometry; inhibition, % at 6.6 µM; 190,000 compounds, 0.067% hits; in the data active means inhibition above about 40%;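 further: 0% = vehicle and 100% = reference inhibitor; higher value means more JC-1 retained so stronger ABCB1 efflux block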
Rac1 wt modul – human Rac1 wildtype GTP binding, inhibitors and activators; P63000; GST-Rac1 beads, fluorescent GTP binding, flow cytometry; actives lie on both sides; 0 = cold GTP competed, 100 = untreated; GTP binding activity (% of control), % at 10 µM; 190,000 compounds, 0.27% hits; AID 757;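 active means GTP binding activity at least 20 points away from the 100% control level, either lower or higher; inconclusive means compound flagged as likely green fluorescent, judged across all proteins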
Rab7 wt modul – alters GTP binding to wildtype dog Rab7 | GST-Rab7 beads, fluorescent GTP binding, flow cytometry; actives lie on both sides; untreated = 100%, excess cold GTP = 0% | GTP binding activity (percent of control), % at 10 µM | 190,000 compounds, 0.055% hits | AID 758;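 active means fluorescent GTP binding to Rab7 beads changed by at least 20 points from the 100% baseline, either direction, mostly lower; inconclusive means compound itself probably fluorescent, or too few beads counted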;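 further: median green fluorescence of bound Bodipy-FL-GTP per Rab7 bead population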
Rac1 mut GTP – modulators of GTP binding to human Rac1 activated mutant | P63000 | percent activity (GTP binding), % at 10 µM | 190,000 compounds, 0.11% hits | AID 764 | GST-Rac1 activated beads, fluorescent GTP binding, flow cytometry; actives lie on both sides; 100% means binding = to untreated wells;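 active means GTP binding at least 20 percentage points away from the 100% baseline, in either direction, so actives lie on both sides; inconclusive means Compound likely fluorescent itself, or too few beads counted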
HRas wt GTP – human HRas wildtype GTP binding, change in either direction; P01112; GST-Ras wt beads, Bodipy-FL-GTP binding, flow cytometry; actives lie on both sides; GTP binding activity, % at 10 µM; 190,000 compounds, 0.14% hits;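 active means GTP binding activity at least 20% away from the 100% baseline, either lowered as inhibitor or raised as activator; inconclusive means flagged as likely green fluorescent, judged across all proteins in the well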;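 further: 0% = unlabeled GTP competition control and 100% = no-compound control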
Target sequence (P01112 whole entry, looked up): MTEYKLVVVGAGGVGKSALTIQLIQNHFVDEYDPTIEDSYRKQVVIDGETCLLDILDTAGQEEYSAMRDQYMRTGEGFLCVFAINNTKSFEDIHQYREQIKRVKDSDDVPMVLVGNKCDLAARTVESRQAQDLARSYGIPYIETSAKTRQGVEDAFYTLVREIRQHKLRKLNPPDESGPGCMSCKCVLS
Rab2 wt GTP – changes GTP binding to wildtype dog Rab2A, up or down; GTP binding activity, % at 10 µM; P61105; GST-Rab2 wt beads, Bodipy-GTP binding, flow cytometry; 190,000 compounds, 0.19% hits; AID 760;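 active means GTP binding activity at least 20 points away from 100%, either lowered or raised; inconclusive means signal likely due to the compound's own green fluorescence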;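 further: 0% = beads with excess unlabeled GTP and 100% = no-compound control corrected for plate trend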
Avidin fluor – compound fluoresces at 488/530 nm on avidin beads. fluorescence (KMESF) at 10 µM. 220,000 compounds, 0.38% hits. AID 1775. compound fluorescence 488/530 nm, flow cytometry; stronger effect = higher value; in the data active means fluorescence above about 47; further: inactives centre near 10
Cdc42 wt – changes GTP binding to wildtype human Cdc42. GST-Cdc42 beads, Bodipy-GTP binding, flow cytometry; actives lie on both sides. percent activity (GTP binding), % at 10 µM. 190,000 compounds, 0.2% hits. AID 761;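 active means percent activity GTP binding at least 20 points away from the 100% baseline, either down as inhibitor or up as activator; inconclusive means compound flagged as likely green fluorescent from well-wide comparison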;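 further: median bead fluorescence of bound Bodipy-FL-GTP at 100 nM; 0% = excess unlabeled GTP control and 100% = no compound control; below 100% means less GTP binding so inhibitor and above means activator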
Target sequence (P60953 whole entry, looked up): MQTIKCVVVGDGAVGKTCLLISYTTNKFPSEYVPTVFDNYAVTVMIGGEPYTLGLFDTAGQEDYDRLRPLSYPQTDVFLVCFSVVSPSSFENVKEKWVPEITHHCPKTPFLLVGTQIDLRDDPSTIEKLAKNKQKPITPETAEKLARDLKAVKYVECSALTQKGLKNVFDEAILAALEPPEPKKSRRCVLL
The depositor's hits bear a star; ? = inconclusive; · = no result given; [ ] = dose if it differs, or a comment.

The line under a structure holds: Rac1 mut GTP	Avidin fluor	GSH fluor	Pf gametocyte	Rac1 wt modul	HRas wt GTP	ABCG2 block	ABCB1 block	Rab7 wt modul	Cdc42 wt	Rab2 wt GTP
1) CCc1ccc(OCC(O)CN2CCN(c3ccccc3)CC2)cc1 (stereo not given)
  99	7	14	·	101	101	1	0.9	103	102	100
2) CCOC(=O)CSc1cc(C)c(C#N)c2nc3ccccc3n12
  90	9	11	-29	91	89	-2	0.1	93	84	85
3) CCc1ccc(CCC(=O)Nc2ccc(C)c(C)c2)o1
  98	8	16	15	104	102	3	0.0	101	102	100
4) CCOC(=O)CN(C(=O)CSc1nnc(-c2ccncc2)n1CCCOC)c1ccccc1
  100	7	35	·	109	102	2	0.4	101	101	99
5) O=c1[nH]cnc2c([N+](=O)[O-])cccc12
  97	9	22	·	100	101	2	0.6	100	101	100
6) COc1cc(C(=O)Nc2nncs2)cc(OC)c1OC
  99	13	14	·	102	103	3	0.2	106	103	104
7) CCOC(=O)C1CCCN(S(=O)(=O)c2ccc(OC)cc2)C1 (stereo not given)
  98	4	37	·	100	97	2	0.8	98	98	97
8) CNc1nc(SC)nc(N(C)C#N)n1
  94	8	11	-3	96	91	0	-0.6	102	96	95
9) CCS(=O)(=O)Nc1ccc(-c2ccc(NS(=O)(=O)CC)c(OC)c2)cc1OC
  98	28	28	·	107	100	68	1.1	97	103	97
10) NC(=O)c1sc2nccc(Nc3ccccc3)c2c1N
  99	11	31	-11	100	101	24	0.5	103	100	101
11) CC1=C(C#N)C(c2cccnc2)C2=C(CC(C)(C)CC2=O)N1 (stereo not given)
  92	11	16	·	92	95	0	0.3	98	96	93
12) COC(=O)c1cc2n3ccccc3c(C)c(-c3ccccc3)c-2c1C(=O)OC
  97	14	11	·	98	99	7	1.0	99	97	97
13) O=P(O)(CCc1ccccc1)C(O)c1ccccc1 (stereo not given)
  91	20	10	9	92	95	7	0.9	97	91	95
14) C=CCN=Cc1c(C)[nH]n(-c2ccccc2)c1=O
  99	11	12	-24	104	98	2	0.3	105	100	98
15) COc1cc(NC(=O)c2ccc3c(c2)OCO3)c2ncccc2c1
  101	16	14	19	106	102	3	0.3	98	103	99
16) Cc1cc(=O)[nH]c(N/N=C/C2=C(N3CCOCC3)C(=C\c3ccc(Cl)cc3)/CC2)n1
  101	17	9	7	103	101	3	0.5	98	106	101
17) O=C(OC(c1ccccc1)c1nccc2ccccc12)c1cccc([N+](=O)[O-])c1 (stereo not given)
  98	14	9	15	98	96	71	11	97	94	96
18) CCCn1c(NCc2ccc(N(C)C)cc2)nc2ccccc21
  101	8	21	·	108	102	1	0.3	100	103	102
19) O=C(NNC(=O)c1ccc2ccccc2c1O)c1ccccc1Cl
  100	8	18	-10	104	102	-1	-0.1	101	100	101
20) Nc1cc(N)nc(SCC(=O)N2CCN(C(=O)c3ccco3)CC2)n1
  102	3	40	·	108	101	0	0.1	100	104	101
21) Cc1cc(C)c(OCC(=O)Nc2cccc(O)c2)cc1C
  101	5	55	·	102	103	4	0.3	103	102	102
22) COCCNC(=S)N(Cc1cccs1)Cc1cc2cccc(C)c2[nH]c1=O
  95	14	14	-2	95	96	3	1.3	98	100	96
23) CC[C@H](C)[C@@H](C(=O)N1CCNCC1)n1cc([C@@H](N)Cc2ccc(O)cc2)nn1
  96	5	21	·	99	98	1	0.3	97	99	97
24) Cc1ccc(S(=O)(=O)Nc2c(C)nn(C)c2C)cc1
  106	9	19	2	108	104	0	0.2	98	105	104
25) CC(=O)Nc1cccc(OC(=O)c2ccoc2C)c1
  98	9	44	16	97	100	7	-0.1	99	98	97
26) C=CCc1ccc(OCCCCN2CC(C)OC(C)C2)c(OC)c1 (stereo not given)
  100	14	34	·	105	101	4	0.5	102	103	102
27) CCCN(CC(=O)Nc1cc(C)on1)S(=O)(=O)c1cccc(C(F)(F)F)c1
  93	11	11	4	96	93	0	-0.1	90	91	96
28) CC1=Nc2ccccc2NC(=O)C1Sc1nnc(C)s1 (stereo not given)
  99	37	23	·	108	100	31	1.1	103	103	99
29) Cc1ccc(NC(=O)c2ccc(NCc3ccco3)c([N+](=O)[O-])c2)cc1Cl
  99	12	8	-9	103	103	14	0.2	101	103	103
30) C=CCC(C=C)S(=O)(=O)c1ccc(C)cc1 (stereo not given)
  99	6	32	-26	99	98	-1	-0.3	99	101	100
31) CCCN1/C(=C2/SC(=S)N(CC)C2=O)C=Cc2ccccc21
  100	7	18	·	102	106	21	2.1	101	105	106
32) COc1ccc(-c2csc3ncn(-c4ccccc4)c(=O)c23)cc1OC
  93	7	25	·	95	93	3	0.8	98	95	95
33) O=C(NC1CCCC1)C(=O)N(Cc1cccnc1)C(C(=O)NCc1ccco1)c1ccccc1F (stereo not given)
  99	13	14	5	101	101	1	0.3	108	100	100
34) COC(=O)CC1SC(=O)NC1=Nc1ccc(C)cc1 (stereo not given)
  93	17	26	·	97	99	3	0.5	97	100	97
35) Cc1onc(-c2ccccc2)c1C(=O)NCc1cccs1
  99	7	26	·	104	103	9	-1.0	98	101	100
36) CCOC(=O)Nc1nc(-c2ccccc2)c(C(=O)c2ccc(Cl)cc2)s1
  97	10	17	·	95	97	6	0.7	95	96	97
37) O=C(O)CSCCC(=O)Nc1ccc(F)cc1
  97	25	14	-9	99	97	2	0.2	103	98	96
38) CCCCn1c(CNC(=O)CCC)nc2ccccc21
  102	7	26	·	107	103	1	0.3	104	104	104
39) CC(C)OC(=O)CSc1nnc(-c2ccc(Cl)cc2)n1N
  96	1	25	·	101	99	3	-0.1	98	98	99
40) COc1ccc2nc(N=Nc3ccc(N(C)C)cc3)sc2c1
  98	5	24	-15	103	100	1	0.1	98	102	98
41) CCN(CC)C(=O)c1sc(NC(=O)C(C)C)c(C#N)c1C
  96	19	17	-4	97	98	1	0.3	100	95	98
42) CCc1cccc(CC)c1NC(=S)NC(C)c1ccccc1 (stereo not given)
  97	12	24	-22	101	96	1	-1.0	98	100	96
43) COc1ccc(C2=C(SC)CC2=NC(C)(C)C)cc1
  102	7	10	13	108	103	1	0.0	105	104	102
44) CC1CN(C(=O)c2ccc(N3CCCCC3)c([N+](=O)[O-])c2)CC(C)O1 (stereo not given)
  95	6	12	10	104	99	0	0.3	100	102	97
45) CCOc1ccc(C2=Nn3c(nnc3-c3ccccc3OC)SC2)cc1
  102	10	11	-2	110	104	7	0.9	101	104	105
46) O=C(N/N=C/c1ccc(Cl)cc1Cl)C(=O)NC1CC1
  96	11	15	-22	100	100	5	0.0	107	99	100
47) CC1(C)C(=O)OC(C(=O)c2ccc(C(C)(C)C)cc2)C(C)(C)C1=O (stereo not given)
  96	12	32	-7	100	100	5	3.5	103	98	100
48) Cc1cccc2cc(-c3ccccc3)c(-c3ccccc3)c[n+]12
  98	2	5	22	105	100	-3	-0.5	98	99	99
49) O=C(COC(=O)CNC(=O)c1ccc(Cl)cc1Cl)Nc1ccc(N2CCOCC2)cc1
  98	11	11	10	99	101	8	1.6	105	98	98
50) Cc1ccc(-n2nnnc2SC(C)C(=O)NCC(=O)Nc2ccc(F)c(F)c2F)c(C)c1 (stereo not given)
  100	7	18	-19	104	100	12	2.2	99	101	99
51) OCCNC1=NCCN1
  ?	8	18	-3	?	?	3	0.4	?	?	?
52) N=C1C(=O)OCC1c1cc(Cl)ccc1NC(=O)Nc1ccccc1 (stereo not given)
  88	4	21	-29	90	91	3	-0.1	90	89	91
53) c1ccc(COCCN2CCN(CCOCc3ccccc3)CC2)cc1
  101	9	45	·	110	103	1	0.3	100	104	102
54) COc1ccc(NS(=O)(=O)c2cc(NC(=O)/C=C/c3cc(OC)c(OC)c(OC)c3)ccc2N2CCCCC2)cc1
  99	10	22	·	105	101	-16	-5.7	96	103	101
55) COc1cccc(NC(=O)N2CCC(C(N)=O)(N3CCCCC3)CC2)c1
  101	38	24	·	105	104	2	0.5	104	103	102
56) COc1ccccc1NC(=O)c1cc2ccccc2o/c1=N\O
  94	9	25	·	97	99	12	0.5	96	98	95
57) CC(=O)c1ccc(N2CCN(C(=O)c3ccc(NC(=O)C4CCCO4)cc3)CC2)cc1 (stereo not given)
  95	5	32	-2	97	98	0	-0.1	96	99	95
58) COCc1nc(-c2cc(Br)ccc2OC)no1
  100	13	29	-18	104	101	3	0.4	98	104	102
59) CCNc1nc(NCc2ccccc2)nc(SCC(=O)Nc2ccccc2)n1
  98	6	16	-38	100	100	9	2.9	99	98	98
60) CCOc1ccccc1OCCCC(=O)Nc1ccc(OC)nc1
  98	0	34	·	100	101	1	0.1	99	102	100

Next section
The line under a structure holds: Rac1 mut GTP	Avidin fluor	GSH fluor	Pf gametocyte	Rac1 wt modul	HRas wt GTP	ABCG2 block	ABCB1 block	Rab7 wt modul	Cdc42 wt	Rab2 wt GTP
61) O=C(CSc1nnc(-c2ccncc2)n1CC1CCCO1)Nc1nccs1 (stereo not given)
  99	6	33	·	104	100	0	-0.2	100	102	100
62) COc1cc(NC(=O)c2ccco2)c(OC)cc1NC(=O)CSc1nnc(-c2cccs2)n1C
  92	21	12	-28	90	90	0	0.2	91	89	91
63) Cc1ccc(C(=O)c2ccccc2C(=O)O)cc1C
  132*[activator]	11	14	8	150*[activator]	123*[activator]	2	0.3	119	135*[activator]	124*[activator]
64) CCNc1ccc(C(=O)OCC(=O)NC(=O)NCC(C)C)cc1[N+](=O)[O-]
  91	8	18	17	96	92	23	0.9	98	96	91
65) Brc1ccccc1/C=N/Nc1ccc2ccccc2n1
  100	20	10	-27	102	96	-21	-2.8	94	101	94
66) Cc1nn(-c2ccccc2)c(Cl)c1C(=O)Nc1nnc(C2CCCC2)s1
  90	15	35	·	94	91	22	3.0	91	87	91
67) COc1ccc(NS(=O)(=O)c2ccc(N3CCOCC3)c(NC(=O)c3ccc(F)cc3)c2)cc1
  101	15	10	-4	103	102	4	0.9	96	100	100
68) COCc1c(C(=O)OCC(=O)c2c(N)n(CC(C)C)c(=O)n(C)c2=O)oc2ccccc12
  97	2	58	-15	101	96	3	1.4	95	97	95
69) COc1cccc(C(=O)N/N=C/c2ccc(Oc3ccc([N+](=O)[O-])cn3)c(OC)c2)c1
  100	15	9	·	106	103	5	1.7	100	103	100
70) Cc1cccc(/C=N/NC(=O)c2cc(-c3cccnc3)nc3c2c(C)nn3-c2ccccc2)c1
  98	5	13	·	100	100	-12	-0.6	100	104	100
71) CCc1ccc(NC(=O)CCCN2C(=S)NC(C)(C)CC2C)cc1 (stereo not given)
  97	13	15	·	99	101	4	0.6	103	100	103
